# m-calpain inh: blocks pig calpain II enzyme activity. purified calpain II, fluorogenic peptide substrate, 30 min. inhibition, % at 16 µM. hit rate 0.37% among 220,000;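 active = inhibition above about 50%, limit read from the data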
# eIF4E-4G inh: eIF4E/eIF4G interaction inhibition in translation initiation | AID 782 | hit rate 0.37% among 220,000 | inhibition, % at 21.7 µM | TR-FRET eIF4E-eIF4GI(517-606) binding, 2 h | P63073+Q04637;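 active = inhibition above about 30%, limit read from the data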;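 note: 0% = full FRET control wells and 100% = background wells lacking eIF4GI fragment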
# Rad51 HR inh: blocks human Rad51 in homologous recombination | Q06609 | hit rate 0.085% among 200,000 | AID 1385 | inhibition, % at 10 µM | hRad51 DNA strand exchange, fluorescence dequenching;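 active = inhibition above 40% at the single screening dose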;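 note: 0% = DMSO control wells and 100% = blanks with heterologous ssDNA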
# Target sequence (Q06609 whole entry, looked up): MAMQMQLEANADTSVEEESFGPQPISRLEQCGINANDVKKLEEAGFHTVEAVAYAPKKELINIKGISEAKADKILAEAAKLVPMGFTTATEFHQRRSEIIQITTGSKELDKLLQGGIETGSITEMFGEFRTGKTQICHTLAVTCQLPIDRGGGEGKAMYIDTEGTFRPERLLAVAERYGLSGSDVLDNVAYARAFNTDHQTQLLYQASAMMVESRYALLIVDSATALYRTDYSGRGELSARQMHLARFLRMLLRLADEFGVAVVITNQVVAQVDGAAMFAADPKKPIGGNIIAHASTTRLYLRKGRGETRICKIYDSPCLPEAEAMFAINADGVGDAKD
#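 Material: Human Rad51 nucleoprotein filaments preassembled on unlabelled ssDNA | Also added: Labelled 47-mer dsDNA for strand exchange | Dosing: Single dose, 10 µM final compound | Schedule: 30-min compound preincubation and 15-min exchange, both room temperature | Technique: Fluorescence dequenching at 485/520 nm | Measure: Percent inhibition relative to plate controls and blanks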
# zVAD death inh: L929 zVAD cell death inhibition; L929 zVAD necroptosis rescue, ATP luminescence, 24 h; with zVAD 60 µM; viability rescue, % at 10 µM; hit rate 0.38% among 220,000; AID 1377;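 active = activation, scaled between plate controls, above about 75%, limit read from the data; inactive = activation under that limit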;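 note: 0% = zVAD with DMSO and 100% = DMSO alone without zVAD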
# EBV gp42 inh: inhibitors of Epstein-Barr virus glycoprotein 42; AID 1085; Fluorescence polarization binding assay, mP read-out; inhibition, % (tested at 21.74 µM); hit rate 0.42% among 220,000; Q1HVG2; in the data active = inhibition above about 50%
# Target sequence (Q1HVG2 whole entry, looked up): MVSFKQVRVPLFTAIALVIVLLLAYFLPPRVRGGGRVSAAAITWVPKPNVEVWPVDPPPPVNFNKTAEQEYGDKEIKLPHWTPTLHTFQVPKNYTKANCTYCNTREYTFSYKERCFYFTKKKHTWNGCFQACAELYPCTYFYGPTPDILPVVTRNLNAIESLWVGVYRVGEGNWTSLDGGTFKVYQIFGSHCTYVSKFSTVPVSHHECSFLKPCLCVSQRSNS
# MDM2 E3 inh: inhibitors of human Mdm2 E3 ubiquitin ligase. Q00987. AID 1230. hit rate 0.11% among 210,000. cell-based MDM2 ubiquitination luciferase reporter, 2 h; 0 = plate control, 100 = twice control, blank-subtracted. signal enhancement, % at 5 µM;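 active = signal enhancement of 30% or more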;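 note: luminescence tracks abundance of the self-degrading MDM2-luciferase fusion protein; higher signal means inhibition of MDM2 E3 ligase activity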
# Target sequence (Q00987 whole entry, looked up, the tested form may be a part): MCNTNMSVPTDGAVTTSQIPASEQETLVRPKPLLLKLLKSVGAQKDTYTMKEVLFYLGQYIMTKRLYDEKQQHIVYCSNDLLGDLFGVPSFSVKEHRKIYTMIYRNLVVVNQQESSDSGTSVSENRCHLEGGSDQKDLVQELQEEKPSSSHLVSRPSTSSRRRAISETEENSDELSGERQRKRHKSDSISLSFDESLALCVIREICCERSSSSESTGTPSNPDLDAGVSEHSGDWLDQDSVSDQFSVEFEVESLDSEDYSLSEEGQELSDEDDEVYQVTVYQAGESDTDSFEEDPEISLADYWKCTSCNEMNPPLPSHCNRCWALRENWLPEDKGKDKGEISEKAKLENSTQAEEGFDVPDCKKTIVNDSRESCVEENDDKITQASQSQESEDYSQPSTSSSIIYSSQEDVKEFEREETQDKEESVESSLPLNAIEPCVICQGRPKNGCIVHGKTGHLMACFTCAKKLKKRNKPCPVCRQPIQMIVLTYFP
#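 Test system: mammalian cells stably expressing self-ubiquitinating, self-degrading MDM2 E3–luciferase fusion; Amount: 2000 cells in each well; Medium: DMEM; Schedule: 4 h settle plus 2 h compound, 37 °C; Technique: SteadyLite luciferase luminescence after 15 min room-temperature reagent incubation; Benchmarks: plate control and blank wells.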
# PERK inhibitor: blocks human PERK kinase; Q9NZJ5; CHO PERK-DD fusion, SEAP luminescence translation reporter; inhibition, % at 5.6 µM; hit rate 0.17% among 220,000;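 active = inhibition above the mean inhibition of all tested compounds plus 3 SD, set separately per screening campaign, cut at about 2.9% in these data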;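 note: PERK kinase domain activated by AP20187 dimerizer at 100 nM; 0% = DMSO with dimerizer and 100% = rapamycin at 8.4 µM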
# TNF death inh: TNF-alpha cell death inhibition in Jurkat FADD-/- cells. Jurkat FADD-/- TNF necroptosis rescue, ATP luminescence, 24 h; 0 = TNF only, 100 = no-TNF cells. activation (protection from cell death), % at 10 µM. hit rate 0.068% among 220,000;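 active = activation, meaning protection from cell death, of at least 50% relative to plate controls; inactive = activation below 50%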;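 note: necroptosis triggered by 40 ng/mL TNF-alpha added together with compound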
# KCC2 mod: modulates chloride dependent transport by human KCC2; Q9H2X9; KCC2 cells, thallium flux FluoZin-2 fluorescence; B-score of Tl+ flux slope (higher = more flux/activation; lower = inhibition) at 10 µM; hit rate 2.2% among 190,000; AID 1456;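 active = thallium flux slope and its plate-corrected score both differing from the plate sample mean at a set confidence after two filtering rounds, in either direction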;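 note: slope of fluorescence scaled to starting intensity during 10 to 20 s after thallium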
# Numbers without * were called inactive; i = inactive; nt = not tested or not shown; [ ] = another dose, or the depositor's remark.
nr	molecule	m-calpain inh	eIF4E-4G inh	Rad51 HR inh	zVAD death inh	EBV gp42 inh
1	COc1ccc(C2C(Oc3ccccc3C)C(=O)N2Cc2ccc(F)cc2)cc1OC (configuration not stated)	29	2	-1	-0.4	3
2	CN(Cc1ccc(F)cc1)C(=O)c1ccc2c(c1)NC(=O)CS2	-9	1	6	54	2
3	Cc1ccc(NNC(=O)c2snnc2C)cc1Cl	26	10	15	0.6	-18
4	COc1ccc(-c2cc(N3C(=O)Nc4ccccc4N3O)n[nH]2)cc1	-7	0	9	0.7	-5
5	C(=N\n1cnnc1)/c1cccs1	-21	-8	2	0.1	-16
6	COC(CNC(=O)c1ccc(Cn2c(=S)[nH]c3cc4c(cc3c2=O)OCO4)cc1)OC	-7	6	-3	0.3	-15
7	COC(=O)c1cc(C(=O)OC)cc(-n2c(C)cc(C(=O)CC#N)c2C)c1	4	-2	-2	1.7	-21
8	CC(C)(C)C(=O)Nc1cccc2[nH]ncc12	-22	5	14	2.3	-12
9	Cn1cnnc1SCC(=O)Nc1ccccc1	-19	0	3	-0.4	-16
10	CCN(CC)c1nc(Nc2ccccc2)nc(Oc2ccc(C(=O)OC)cc2)n1	16	6	-1	-0.1	4

nr	MDM2 E3 inh	PERK inhibitor	TNF death inh	KCC2 mod
1	-6	-0.8	-2.6	nt
2	0	0.3	5.9	-1.1
3	-5	-1.1	22	-0.024
4	-11	0.5	2.0	0.3
5	-4	0.8	0.6	0.63
6	8	1.2	-3.3	0.092
7	-12	-0.3	1.1	0.25
8	-5	1.4	0.6	-0.68
9	-15	0.9	0.9	nt
10	-6	0.6	-1.8	-0.51

# Next part
nr	molecule	m-calpain inh	eIF4E-4G inh	Rad51 HR inh	zVAD death inh	EBV gp42 inh
11	COc1ccc(-n2nc(C(=O)Nc3ccc(OC)c(OC)c3)c3c4ccccc4n(C)c3c2=O)cc1	-260	-41[fluorescence artefact?]	-3	0.5	-20
12	CCCn1c(NC(=O)C23CC4CC(CC(O)(C4)C2)C3)nc2ccccc21	-3	4	-9	-0.9	-24
13	CCC(C)(C)n1nnnc1CN(Cc1ccco1)Cc1cc2cc3c(cc2[nH]c1=O)OCO3	-103	nt	-4	0.0	11
14	O=C(CCN1C(=O)c2ccccc2C1=O)N1CCCCCC1	-13	-7	6	-0.7	-22
15	COc1ccc(-c2ccc(CCC(=O)O)n2CC(=O)Nc2cccc(OC)c2)cc1	-43	1	nt	0.7	-11
16	CC(C)Sc1oc(-c2ccco2)nc1S(=O)(=O)c1ccccc1	-17	-6	1	-0.5	6
17	Cn1c(=N)n(CC(=O)O)c2ccccc21	-1	4[fluorescence artefact?]	-5	1.1	-27
18	O=C1CC(c2ccc(F)cc2)Cc2nc(NCc3ccco3)ncc21 (configuration not stated)	-5	-12	nt	0.3	-9
19	Cc1nn(C)cc1/C=N/NC(=O)CSc1ccccn1	23	5	-14	0.3	3
20	CCOC(=O)N1CCC(N2CCCC(CO)(Cc3ccccc3C)C2)CC1 (configuration not stated)	-2	1	-4	-0.9	-12

nr	MDM2 E3 inh	PERK inhibitor	TNF death inh	KCC2 mod
11	-20	-0.7	-2.8	-0.8
12	-20	0.0	-1.5	0.27
13	4	-0.4	0.1	-0.26
14	-12	0.4	0.5	0.21
15	nt	1.4	-1.4	-0.42
16	-18	-0.2	-4.3	-0.17
17	-12	1.8	-1.5	1.7
18	-19	0.2	-1.7	nt
19	8	-0.5	0.5	0.4
20	-10	-0.1	0.7	0.98

# Next records follow.
nr	molecule	m-calpain inh	eIF4E-4G inh	Rad51 HR inh	zVAD death inh	EBV gp42 inh
21	CCCCc1c(CCC)c(=N)c2ccccc2n1C	-72	-1[fluorescence artefact?]	-16	-0.1	-40
22	CCOC(=O)N1CCN(C(=S)NC)CC1	-26	-2[fluorescence artefact?]	8	0.3	-6
23	Clc1ccc(Cn2cc(/C=N/n3cnnc3)c3ccccc32)c(Cl)c1	-60	-4	-2	-1.4	-12
24	CC(C)N(CCO)C(=O)CCc1nnc(CCCc2ccccc2)o1	18	-2	12	0.6	1
25	Nc1ccn(Cc2cccc(F)c2)n1	-26	-3	-3	12	-2
26	COc1ccc(-c2cc(C(=O)Nc3cc(C)nn3-c3ccccc3)no2)cc1	3	-1	4	0.1	-3
27	NC/C(=N\O)c1ccc(Cl)cc1Cl	-1	-3	0	-0.2	-23
28	O=C1NN=C(c2ccc(Cl)cc2)CC1c1cccc(Cl)c1 (configuration not stated)	36	0	10	0.6	4
29	Cc1ccc2c(c1)n([O-])c1c([n+]2=O)CCCC1	-24	-12	10	0.1	-6
30	CCCNC(=O)Nc1ccc(F)c(Cl)c1	-12	3	4	2.0	2

nr	MDM2 E3 inh	PERK inhibitor	TNF death inh	KCC2 mod
21	-12	-0.5	-2.0	-0.11
22	-14	2.0	0.6	nt
23	nt	0.0	-6.0	0.59
24	-5	0.3	0.1	0.039
25	2	1.0	5.0	0.18
26	-15	0.4	0.6	-0.051
27	-3	0.8	-0.2	nt
28	-14	-0.3	-0.4	nt
29	-9	0.6	-3.9	nt
30	-11	0.4	6.7	1.3

# (continued)
nr	molecule	m-calpain inh	eIF4E-4G inh	Rad51 HR inh	zVAD death inh	EBV gp42 inh
31	CCOc1cc(CN2CCN(C(=O)c3ccco3)CC2)ccc1OC	-12	7[fluorescence artefact?]	-4	1.0	-20
32	COc1ccccc1/C=C/C(=O)OCC(=O)NCc1ccco1	-75	8[fluorescence artefact?]	3	0.9	-8
33	CC(C)Cn1c(=O)c(C(=O)Nc2cnccn2)c(O)c2ccccc21	-3	15	0	3.4	4
34	COc1ccc(-c2c(C(C)=O)c(C)nc3sc4c(=O)n(-c5ccc(C)cc5)nnc4c23)cc1	-29	4	nt	-0.2	-8
35	Cc1onc(-c2ccccc2)c1C(=O)Nc1cccnc1	-3	4	-3	-0.1	-6
36	CCOC(=O)c1ccc(NC(=O)C(C)N2C(=O)c3ccccc3C2=O)cc1 (configuration not stated)	1	-7	1	1.0	-22
37	CCc1ccc(CNC(=O)C2CC(=O)N(CCc3ccc(C)cc3)C2)cc1 (configuration not stated)	15	5	0	-0.8	-7
38	O=C(O)c1cnc(-c2ccccc2)nc1Sc1ccccc1	1	-2	-5	0.4	-4
39	CCC(C)(C)n1nnnc1C(c1cc2cc3c(cc2[nH]c1=O)OCO3)N1CCCCC1 (configuration not stated)	-90	8	nt	0.3	-28
40	O=C(COc1ccc2c(c1)CCC2)N1CCN(c2cccc(C(F)(F)F)c2)CC1	24	2	13	0.3	-21

nr	MDM2 E3 inh	PERK inhibitor	TNF death inh	KCC2 mod
31	-4	-0.8	2.7	0.24
32	-7	1.1	0.5	0.13
33	-10	1.2	1.8	0.51
34	-20	-0.8	-5.6	0.022
35	-8	-0.3	-0.2	1.3
36	-15	1.1	0.8	nt
37	-20	-0.1	-0.8	-0.26
38	-1	2.2	-0.7	nt
39	2	-0.2	-0.4	nt
40	0	0.5	2.0	-0.87

# Going on with the list:
nr	molecule	m-calpain inh	eIF4E-4G inh	Rad51 HR inh	zVAD death inh	EBV gp42 inh
41	Cc1nc(NC(=O)CCCC(=O)Nc2nc(C)c(C)s2)sc1C	2	5	-3	-0.9	-12
42	Cc1c(C(=O)N/N=C/c2ccc(N3CCOCC3)cc2)nc2ccccn12	-92	6	2	0.1	-10
43	O=C(NCCOc1ccccc1)C(=O)NCC1CCCO1 (configuration not stated)	24	-4	-9	1.3	2
44	Cc1nc2cc(-c3cccs3)nn2c(NCC(C)(C)CN(C)C)c1C	-44	-1	nt	0.5	-15
45	COc1ccc(Br)cc1CN1CCCCCCC1	9	3	-15	-0.7	-10
46	CCCCOc1ccc(CC(=O)NCC(=O)O)cc1	1	4	nt	0.5	-7
47	COC(=O)N/N=C/c1cccnc1	-1	9	-2	0.1	3
48	CCCN(CC1CCCO1)C(=O)CCc1nnc(-c2cc(C)on2)o1 (configuration not stated)	5	4	-8	-0.3	-10
49	CCCCCc1cccnc1	6	-5	-4	0.5	0
50	CC(C)[C@H](NC(N)=O)C(=O)Nc1ccc2c(c1)CCC2	-15	6[fluorescence artefact?]	0	1.4	0

nr	MDM2 E3 inh	PERK inhibitor	TNF death inh	KCC2 mod
41	-18	0.4	2.6	nt
42	-8	0.5	0.9	1.5
43	-4	0.2	-0.9	0.2
44	-11	-0.3	-0.3	1.5
45	nt	0.1	-1.1	1.3
46	nt	-0.1	1.8	0.18
47	0	0.6	1.1	0.31
48	9	-0.4	-0.1	-0.24
49	-3	2.6	2.3	1.1
50	-8	1.0	1.8	0.63

# New compounds follow.
nr	molecule	m-calpain inh	eIF4E-4G inh	Rad51 HR inh	zVAD death inh	EBV gp42 inh
51	O=C(Nc1nc(-c2ccc(S(=O)(=O)N3CCOCC3)cc2)cs1)c1ccccc1	-11	-115[fluorescence artefact?]	nt	0.0	-23
52	Cc1ccccc1-c1nnnn1C1CCS(=O)(=O)C1 (configuration not stated)	-40	1	-2	0.7	-18
53	CCOc1cccc(CNc2ccc(O)cc2)c1OCc1ccc(Cl)cc1	12	8	-3	0.4	-4
54	O=C(COC(=O)c1ccc2ncsc2c1)NC(=O)c1ccccc1	-13	1	-1	3.0	-17
55	COc1ccccc1CNC(=O)COC(=O)c1cc(-c2ccco2)nc2ccccc12	i	0[fluorescence artefact?]	-10	-0.4	9

nr	MDM2 E3 inh	PERK inhibitor	TNF death inh	KCC2 mod
51	-9	-0.5	-6.3	0.18
52	-5	1.6	0.9	0.88
53	-3	0.5	-4.0	0.03
54	-11	1.1	1.1	0.57
55	-1	-0.7	-1.6	0.12

# Arranged by molar mass (ascending): eight of the compounds above.
nr	molecule	m-calpain inh	eIF4E-4G inh	Rad51 HR inh	zVAD death inh	EBV gp42 inh
5	C(=N\n1cnnc1)/c1cccs1	-21	-8	2	0.1	-16
47	COC(=O)N/N=C/c1cccnc1	-1	9	-2	0.1	3
30	CCCNC(=O)Nc1ccc(F)c(Cl)c1	-12	3	4	2.0	2
21	CCCCc1c(CCC)c(=N)c2ccccc2n1C	-72	-1[fluorescence artefact?]	-16	-0.1	-40
46	CCCCOc1ccc(CC(=O)NCC(=O)O)cc1	1	4	nt	0.5	-7
14	O=C(CCN1C(=O)c2ccccc2C1=O)N1CCCCCC1	-13	-7	6	-0.7	-22
16	CC(C)Sc1oc(-c2ccco2)nc1S(=O)(=O)c1ccccc1	-17	-6	1	-0.5	6
15	COc1ccc(-c2ccc(CCC(=O)O)n2CC(=O)Nc2cccc(OC)c2)cc1	-43	1	nt	0.7	-11

nr	MDM2 E3 inh	PERK inhibitor	TNF death inh	KCC2 mod
5	-4	0.8	0.6	0.63
47	0	0.6	1.1	0.31
30	-11	0.4	6.7	1.3
21	-12	-0.5	-2.0	-0.11
46	nt	-0.1	1.8	0.18
14	-12	0.4	0.5	0.21
16	-18	-0.2	-4.3	-0.17
15	nt	1.4	-1.4	-0.42

# Screening results: PubChem BioAssay, several laboratories

# Random draw from the library. Share with any hit: about 3.6%.
